# Screens (PubChem BioAssay)
# CAL PDZ FP-1: CAL PDZ peptide-binding inhibitors, primary screen, biochemical, fluorescence polarization, Cer-tagged CAL PDZ, HTS; AID 504414, 2011; Golgi-associated PDZ and coiled-coil motif-containing protein (Homo sapiens), Q9HD26; actives 0.02% (n = 330,000); inhibition, % at 20 µM; purified CAL PDZ, TMR-peptide fluorescence polarization, 1 h;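 active means highest replicate inhibition of at least 40%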;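 further: plate controls were DMSO neutral control wells for no effect and unlabeled competitor peptide control wells for full effect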
#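 Material: tagged CAL PDZ domain; buffer or medium: 25 mM sodium phosphate pH 7.4, 150 mM NaCl, TCEP, IgG, Thesit; compound dosing: single point, 20 µM; schedule: 1 h incubation at room temperature before polarization reading; measured by: FP readout, S and P plane fluorescence; read-out basis: percent inhibition from loss of millipolarization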
# RTF Ca sens inh: cardiac RTF calcium sensitivity inhibitors, primary screen, biochemical, IANBD-TnC fluorescence, EC70 calcium; Troponin I, cardiac muscle (Homo sapiens) + Troponin T, cardiac muscle (Homo sapiens) + …; IANBD-labeled cardiac RTF, Ca2+ fluorescence; inhibition, % at 7.15 µM; actives 0.12% (n = 340,000); AID 493244, 2011;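 active means inhibition above the mean inhibition of all tested compounds plus 3 SD, cut at about 17% in these data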;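 further: assay run at fixed EC70 calcium of 1.6 mM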
# Keap1 Nrf2 FP: Keap1-Nrf2 protein-protein interaction inhibitors, primary screen, biochemical, fluorescence polarization, single point. Kelch-like ECH-associated protein 1 (Homo sapiens), Q14145. Keap1 Kelch-Nrf2 peptide fluorescence polarization, 1536-well. inhibition, % at 9.4 µM. actives 0.15% (n = 340,000). AID 504523, 2011; in the data active means inhibition above about 12%;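 further: human Keap1 Kelch domain with fluorescein labeled Nrf2 9mer peptide probe; 0% = neutral control wells and 100% = peptide positive control; higher means more block of Keap1 binding to Nrf2 peptide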
# NSD2 inh: NSD2 histone methyltransferase inhibitors, primary screen, biochemical, AlphaScreen, single concentration, set 2 | NSD2 peptide methylation, 120 min | inhibition, % at 12.5 µM | actives 0.54% (n = 310,000) | AID 743445, 2014; in the data active means inhibition above about 50%
# V-ATPase pHluor: regulators of yeast V-ATPase proton pumping, primary screen, pHLuorin cytosolic pH fluorescence; S. cerevisiae; AID 504577, 2011; response, % at 10 µM; actives 0.37% (n = 350,000); in the data active means response mostly above about 7.3%, no sharp cut-off; inactive means mostly below about 5.4%; further: actives read high; inactives centre near 0; some compounds called inactive have numbers as strong as hits; reference of the scale not given here
# C-LANA FP: inhibitors of KSHV C-LANA binding to DNA, primary screen, biochemical, fluorescence polarization, FAM-LBS DNA, MBP-C-LANA, single point. Kaposi's sarcoma herpesvirus LANA C-terminal domain (residues 932-1162) DNA binding. inhibition, % at 9 µM. actives 0.078% (n = 340,000). AID 504423, 2011;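 active means highest replicate inhibition at or above 60% at 9 µM, even if other replicates fall short; inactive means all replicates below 60% inhibition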;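 further: 0% = neutral control wells and 100% = 4 µM acridine orange control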
# DAGLB inh: DAGLB lipase inhibitors, primary screen, biochemical, fluorescence, HTS. Diacylglycerol lipase-beta (Homo sapiens), Q8NCG7. actives 0.059% (n = 340,000). inhibition, % at 5.17 µM. HEK293T DAGLB membrane lysate, EnzChek fluorogenic substrate; in the data active means inhibition above about 34%;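 further: 0% = enzyme with vehicle and 100% = wells lacking enzyme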
# Target sequence (Q8NCG7 whole entry, looked up): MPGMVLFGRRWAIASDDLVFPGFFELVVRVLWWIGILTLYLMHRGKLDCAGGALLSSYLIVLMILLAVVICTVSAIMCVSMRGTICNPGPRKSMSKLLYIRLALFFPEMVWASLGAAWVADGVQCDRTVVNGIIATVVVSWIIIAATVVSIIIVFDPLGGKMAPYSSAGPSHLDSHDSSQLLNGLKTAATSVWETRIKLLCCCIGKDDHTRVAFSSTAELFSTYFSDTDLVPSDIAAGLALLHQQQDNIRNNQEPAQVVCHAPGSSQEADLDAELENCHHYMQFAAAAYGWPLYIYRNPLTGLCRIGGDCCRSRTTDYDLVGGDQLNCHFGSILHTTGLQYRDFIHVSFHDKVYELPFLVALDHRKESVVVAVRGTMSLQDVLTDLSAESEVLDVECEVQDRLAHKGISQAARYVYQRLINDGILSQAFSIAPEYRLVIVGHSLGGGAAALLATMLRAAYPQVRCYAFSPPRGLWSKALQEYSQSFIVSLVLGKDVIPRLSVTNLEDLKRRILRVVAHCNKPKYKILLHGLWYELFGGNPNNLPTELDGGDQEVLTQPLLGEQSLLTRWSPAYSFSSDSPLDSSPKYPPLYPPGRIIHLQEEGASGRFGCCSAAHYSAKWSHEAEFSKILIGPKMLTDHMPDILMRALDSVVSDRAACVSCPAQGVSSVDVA
# Arrestin-AP2 inh: inhibitors of beta-arrestin/AP2 binding, primary screen, biochemical, GPCR trafficking, flow cytometry; FITC-arrestin peptide / GST-AP2 beads; AP2 beta2 appendage carries R879A mutation; inhibition, % at 10 µM; actives 0.31% (n = 340,000);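 active means inhibition above a set limit, near 3 SD of compounds lacking own fluorescence, cut at about 54% in these data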;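 further: plate controls were DMSO wells for no effect and 5 µM unlabelled arrestin peptide for full effect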
#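 System: GST-AP2 R879A glutathione beads; medium: PBS, Tween 20 0.05%, BSA 0.1%; reagent: fluorescein-tagged arrestin peptide at 50 nM final; schedule: pre-incubation 12 min, peptide binding 1 h, room temperature; detection: flow cytometry, FL1 (488/535 nm); read-out: inhibition as reduced fluorescein signal on beads, percent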
# Pemphigus Ab inh: inhibitors of pemphigus antibody binding to DSG3, primary screen, biochemical, bead-based, flow cytometry, scFv-GFP | Desmoglein-3 (Homo sapiens), P32926 | DSG3-coupled beads, scFv-anti-DSG3-GFP binding; hits give low values | binding (percent of control), % at 10 µM | actives 0.48% (n = 310,000) | AID 588358, 2011;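 active means binding more than 3 SD below its plate's average and above zero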;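 further: hits lower antibody fragment binding to DSG3; some compounds called inactive have numbers as strong as hits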
# CAL PDZ FP-2: untagged CAL PDZ binding inhibitors, primary screen, biochemical, fluorescence polarization, HTS; Golgi-associated PDZ and coiled-coil motif-containing protein (Homo sapiens), Q9HD26; purified CAL PDZ, TMR-peptide fluorescence polarization, 1 h; inhibition, % at 24.9 µM; actives 0.92% (n = 300,000); AID 602252, 2012;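 active means mean inhibition of at least 30% with at least half of replicates also reaching 30%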;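 further: 0% = DMSO neutral control and 100% = excess unlabeled competitor peptide PRC23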
# An asterisk follows results filed as active; x = no result given; & = joins results of further samples. These rows are one share of the data; rates above refer to the full screens.
# Value order – CAL PDZ FP-1	RTF Ca sens inh	Keap1 Nrf2 FP	NSD2 inh	V-ATPase pHluor	C-LANA FP	DAGLB inh	Arrestin-AP2 inh	Pemphigus Ab inh	CAL PDZ FP-2
> CC(=O)OC1N=C(c2ccccc2)c2cc(C)ccc2NC1=O (stereo not drawn)
  -0.4	-1	4	1	1	2.1	0	2	100	1
> O=C(C1CCCN(c2nnc(-n3cccc3)s2)C1)N1CCC2(CC1)OCCO2 (stereo not drawn)
  -1.6	0	-5	2	6	0.1	0	1	102	0
> CC(Cc1ccccc1)NC(=O)Cc1ccc(N(C)C)cc1 (stereo not drawn)
  0.8	-11	-1	-2	-9	-0.2	-1	-1	83	-2
> CC(C)CCP(=O)(O)c1ccccc1
  -0.4	-11	6	0	-3	1.2	0	-6	113	x
> CC1C(OC(=O)CCC(=O)NC(C)(C)CO)O[C@H]2OC3(C)CC[C@H]4[C@H](C)CCC1C24OO3 (stereo partly drawn)
  -1.3	-9	4	x	-1	-1.1	1	0	93	-2
> CCC12CN3CCN(CC(C3)/C1=N/NC(=O)c1ccncc1)C2
  -2.8	-7	-3	-5	0	0.8	2	39	96	-1
> O=C1CN=C(c2ccccc2F)c2cc(Cl)ccc2N1
  -0.2	-16	-3	x	-2	-1.3	-1	0	102	-3
> C[C@]12CC[C@H](O)CC1=CC[C@@H]1[C@@H]2CC[C@]2(C)C(=O)CC[C@@H]12
  0.0	10	0	x	-3	1.2	0	-3	100	-4
> O=c1[nH]c(CN2CC=C(c3ccccc3)CC2)nc2scc(-c3cccs3)c12
  -1.5	-4	-8	1	-2	-2.9	10	-3	100	-1
> CCOc1cccc(=NC2CCCCC2)c2c(C)n(C)c(C)c12
  x	x	x	23	-1	x	x	11	100	x
> Cc1cc(NC(=O)COC(=O)c2c(C)nn(Cc3ccccc3)c2Cl)no1
  -2.4	9	4	-1	5	1.3	-3	3	103	-3
> O=c1[nH]c(O)c(N=Nc2ccc3c(c2)OCCO3)c(=O)[nH]1
  -0.5	-23	-2	0	0	-0.6	1	1	105	-2
> COc1cc(OC)c(OC)cc1CNCCc1cccc(F)c1
  -0.2	-5	3	5	-3	-4.3	-3	15	112	-2
> COc1cccc(C2=NOC(C(=O)N3CCC4(CC3)OCCO4)C2)c1 (stereo not drawn)
  x	-1	2	-11	1	0.1	-1	10	105	1
> COc1ccc(-n2c(O)c(C(C)=NCc3ccco3)c(=O)[nH]c2=O)cc1
  -0.7	0	-4	-4	-6	-0.5	1	4	103	-2

# Value order – CAL PDZ FP-1	RTF Ca sens inh	Keap1 Nrf2 FP	NSD2 inh	V-ATPase pHluor	C-LANA FP	DAGLB inh	Arrestin-AP2 inh	Pemphigus Ab inh	CAL PDZ FP-2
> COc1ccccc1-n1c(O)c(C=NCCN2CCNCC2)c(=O)[nH]c1=O
  x	0	-1	-1	-2	-0.7	-1	24	x	-9
> COc1cccc(C(=O)C2CCCN(Cc3cccc(C)n3)C2)c1 (stereo not drawn)
  -1.7	11	3	0	-2	1.5	0	4	107	-1
> Cc1cccc(CN2CCN(c3ccc(Cl)cc3)CC2)c1
  -3.1	-13	0	4	0	-0.6	-9	24	102	4
> O=c1cccc2n1CC1CC2CN(C(c2cccc(F)c2)c2sc3ncnn3c2O)C1 (stereo not drawn)
  -0.7	-7	-4	x	-2	0.0	-2	-6	82	x
> O=C(NC1CONC1=O)OCC(Cl)(Cl)Cl (stereo not drawn)
  -2.9	3	-1	-7	2	0.5	-2	x	106	-3
> CCc1ccc(N2C(=O)NC(=O)/C(=C/c3cccn3CCOc3ccc(C(C)CC)cc3)C2=O)cc1 (stereo not drawn)
  -1.8	-16	-5	4	-1	-2.4	11	0	81	-5
> C[C@]12CCC(=O)CC1CCC1C2CC[C@]2(C)C(OC(=O)CCC(=O)O)CCC12 (stereo partly drawn)
  -1.9	2	0	-5	0	-0.2	0	-9	111	-4
> Nc1cncc(C(=O)O)c1
  0.8	-10&5	1&0	1&2	1&3	4.0&-1.5	-4&1	14&3	92&100	-5&-3
> Cc1nc2ccccc2c(=O)n1-c1cccc([N+](=O)[O-])c1
  0.7	-3	-2	0	2	-1.2	1	-8	116	-1
> CC1=NOC2(C)Nc3ncnn3C(c3ccccc3)C12 (stereo not drawn)
  -1.3	4	0	-2	-1	-0.7	0	26	96	0
> CCC(=O)O[C@@H]1[C@@H](OC(C)=O)[C@@]2(O)C(C[C@H](O)C2(C)C)[C@](C)(O)[C@H]2CC[C@@H]3[C@@H](O)[C@]12C[C@@]3(C)O (stereo partly drawn)
  0.4	-8	-8	x	-5	0.0	1	7	101	-3
> Cc1nn(Cc2ccccc2)c(Cl)c1C(=O)NC1CCCc2ccccc21 (stereo not drawn)
  -3.1	-1	-1	-1	-2	-1.1	-4	2	95	-2
> CC(=O)N1CC(=O)Nc2ccc(Cl)cc2C1c1ccc(F)cc1 (stereo not drawn)
  -0.5	-2	0	-2	-2	1.6	-1	12	108	-1
> CN1CCN(S(=O)(=O)c2cnc(Cl)c(Br)c2)CC1
  -1.6	6	-6	1	-8	-1.3	3	6	x	-3
> CCC(C)n1c(O)c(C=NCc2cccnc2)c(=O)[nH]c1=S (stereo not drawn)
  -1.7	3	-4	0	-4	-0.3	1	34	x	-4

# For convenience, part of the list above.
# Value order – CAL PDZ FP-1	RTF Ca sens inh	Keap1 Nrf2 FP	NSD2 inh	V-ATPase pHluor	C-LANA FP	DAGLB inh	Arrestin-AP2 inh	Pemphigus Ab inh	CAL PDZ FP-2
> Nc1cncc(C(=O)O)c1
  0.8	-10&5	1&0	1&2	1&3	4.0&-1.5	-4&1	14&3	92&100	-5&-3
> Cc1nc2ccccc2c(=O)n1-c1cccc([N+](=O)[O-])c1
  0.7	-3	-2	0	2	-1.2	1	-8	116	-1
> CC1=NOC2(C)Nc3ncnn3C(c3ccccc3)C12 (stereo not drawn)
  -1.3	4	0	-2	-1	-0.7	0	26	96	0
> CCC(=O)O[C@@H]1[C@@H](OC(C)=O)[C@@]2(O)C(C[C@H](O)C2(C)C)[C@](C)(O)[C@H]2CC[C@@H]3[C@@H](O)[C@]12C[C@@]3(C)O (stereo partly drawn)
  0.4	-8	-8	x	-5	0.0	1	7	101	-3
> Cc1nn(Cc2ccccc2)c(Cl)c1C(=O)NC1CCCc2ccccc21 (stereo not drawn)
  -3.1	-1	-1	-1	-2	-1.1	-4	2	95	-2
> CC(=O)N1CC(=O)Nc2ccc(Cl)cc2C1c1ccc(F)cc1 (stereo not drawn)
  -0.5	-2	0	-2	-2	1.6	-1	12	108	-1
> CN1CCN(S(=O)(=O)c2cnc(Cl)c(Br)c2)CC1
  -1.6	6	-6	1	-8	-1.3	3	6	x	-3
> CCC(C)n1c(O)c(C=NCc2cccnc2)c(=O)[nH]c1=S (stereo not drawn)
  -1.7	3	-4	0	-4	-0.3	1	34	x	-4

# The list goes on:
# Value order – CAL PDZ FP-1	RTF Ca sens inh	Keap1 Nrf2 FP	NSD2 inh	V-ATPase pHluor	C-LANA FP	DAGLB inh	Arrestin-AP2 inh	Pemphigus Ab inh	CAL PDZ FP-2
> CC(=NCCCN1CCOCC1)c1c(O)n(Cc2ccccc2)c(=O)[nH]c1=O
  -0.4	-9	-4	3	1	3.0	0	2	106	-5
> CN1C(=O)C(Cc2nc3ccccc3c(=O)n2-c2ccccc2)c2ccccc21 (stereo not drawn)
  -1.0	-1	-2	1	4	-0.7	0	0	101	1
> COc1ccc(CC2(CCc3ccccn3)C(=O)NC(=O)N(c3ccccc3C)C2=O)cc1OC (stereo not drawn)
  -1.8	-5	2	-5	-2	1.7	2	7	100	-3
> CN(C)c1ccc(/C=C2\C(=O)NC(=O)N(CCc3ccc(F)cc3)C2=O)cc1
  1.0	-1	-12	3	3	-0.1	16	-1	x	2
> O=C1C2C3CCC(O3)C2C(=O)N1c1cccc(F)c1 (stereo not drawn)
  x	x	x	1	2	x	x	1	111	x
> CSc1nnc([C@@H](N)Cc2ccccc2)o1
  -0.4	1	0	-1	-2	-1.6	0	32	102	-4
> CC(Cc1ccccc1Sc1ccc(O)cc1)N(C)C (stereo not drawn)
  -0.4	-2	-1	2	0	-1.2	1	1	109	-2
> COc1ccc(C=O)cc1O
  0.3	-3	-3	x	-1	0.0	3	-3	104	-3
> COc1ccccc1NC1=NCCS1
  -0.8	-2	1	-2	2	-1.0	-1	27	x	-2
> CC12CC[C@H]3[C@@H](CCC4(O)C[C@H](O)CCC34/C=N/NC(=O)c3ccccc3[N+](=O)[O-])C1(O)CCC2C1=CC(=O)OC1 (stereo partly drawn)
  -0.4	-11	-2	-4	0	-1.6	-1	-9	99	-6
> O=C(CN1CC(c2ccccc2)CC1=O)Nc1cccc(F)c1 (stereo not drawn)
  -0.5	-6	-2	x	3	-3.7	-6	6	107	-6
> N=C(N)c1c(O)n(C2CCCCC2)c(=O)n(C2CCCCC2)c1=O
  0.1	-2	-4	-1	-4	-0.4	-1	22	100	4
> COc1ccc(CCn2c(O)c(C=Nc3ccc(NC(C)=O)cc3)c(=O)[nH]c2=O)cc1OC
  -2.4	x	-6	3	-2	4.0	x	18	88	x
> Nc1c(C(=O)OC2CCCCC2)c2nc3ccccc3nc2n1CC1CCCO1 (stereo not drawn)
  -1.6	-12	-4	-13	-1	-0.3	-1	0	95	-1
> O=C(C1CC(c2ccc(Cl)c(Cl)c2)=NO1)N1CCC2(CC1)OCCO2 (stereo not drawn)
  -0.5	2	-1	-16	0	1.3	1	1	97	-1
> COc1ccc(CN2C(=O)CC(=O)NC2=S)cc1
  0.1	-10	-1	-3	2	2.4	8	-16	101	4
> CCN1C[C@]2(COC)CC[C@H](OC)[C@@]34C1[C@]1(OCO[C@@]15C[C@H](OC)[C@H]1C[C@@H]3[C@@H]5[C@H]1OC)[C@@H](O)[C@H]24
  -1.7	-16	-6	x	-4	-4.3	3	13	107	-1
